High-throughput results deposited in PubChem by several laboratories.
STK33 inh – blocks human STK33 kinase activity | inhibition, % at 10 µM | purified STK33, MBP phosphorylation, ADP-Glo luminescence | AID 2661 | hit rate 0.073% among 320,000 | Q9BYT3;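 active means inhibition at or above 25%, using the most active replicate where run in duplicate; inactive means inhibition below 25%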
Target sequence (Q9BYT3 whole entry, looked up): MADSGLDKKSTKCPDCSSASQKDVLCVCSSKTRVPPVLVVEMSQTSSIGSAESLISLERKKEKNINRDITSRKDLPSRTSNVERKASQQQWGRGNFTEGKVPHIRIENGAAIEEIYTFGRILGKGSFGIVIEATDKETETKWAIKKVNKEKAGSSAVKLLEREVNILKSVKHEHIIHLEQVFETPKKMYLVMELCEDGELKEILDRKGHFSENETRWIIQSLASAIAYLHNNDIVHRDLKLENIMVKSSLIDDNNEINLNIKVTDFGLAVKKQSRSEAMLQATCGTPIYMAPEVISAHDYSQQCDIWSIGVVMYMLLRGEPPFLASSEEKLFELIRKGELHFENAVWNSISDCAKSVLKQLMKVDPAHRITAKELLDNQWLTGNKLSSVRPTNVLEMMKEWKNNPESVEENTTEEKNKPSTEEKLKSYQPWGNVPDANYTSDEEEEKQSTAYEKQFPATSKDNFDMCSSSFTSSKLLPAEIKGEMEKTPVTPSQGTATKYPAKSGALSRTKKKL
OX1R FRET antag – OX1R (human) antagonism | O43613 | AID 485270 | hit rate 1.8% among 330,000 | OX1R-expressing cells, FRET antagonist read-out | inhibition, % at 6.6 µM; in the data active means inhibition mostly above about 38%, no sharp cut-off; inactive means mostly below about 40%;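 further: 0% = agonist challenge alone and 100% = reference antagonist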
Target sequence (O43613 whole entry, looked up): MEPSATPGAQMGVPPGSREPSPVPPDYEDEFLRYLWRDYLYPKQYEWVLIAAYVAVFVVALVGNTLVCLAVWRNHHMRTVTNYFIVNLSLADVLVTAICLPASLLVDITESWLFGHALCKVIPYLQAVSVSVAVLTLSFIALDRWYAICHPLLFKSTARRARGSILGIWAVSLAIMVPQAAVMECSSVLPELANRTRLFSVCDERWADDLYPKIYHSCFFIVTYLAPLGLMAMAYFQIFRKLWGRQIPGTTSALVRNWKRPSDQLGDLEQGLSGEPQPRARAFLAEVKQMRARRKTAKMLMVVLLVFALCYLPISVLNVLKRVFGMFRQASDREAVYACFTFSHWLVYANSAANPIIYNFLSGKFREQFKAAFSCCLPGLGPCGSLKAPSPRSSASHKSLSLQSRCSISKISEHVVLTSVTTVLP
Numbers without * were called inactive; · = not tested or not shown. Compounds as they come; about 1.8% have a hit in one of these screens.

#	Structure	STK33 inh	OX1R FRET antag
1	Cc1ccc(NS(=O)(=O)c2ccc(C(=O)NCc3ccc(S(N)(=O)=O)cc3)cc2)cc1	-1.8	0
2	CCN(CC)CC(=O)N1N=C(c2cccs2)CC1c1ccco1 (stereo not drawn)	-0.4	22
3	C/C(CC1CC(C)OC1=O)=N\NC(N)=S (stereo not drawn)	-0.7	24
4	CC(Oc1ccc2ccc(=O)oc2c1)C(=O)NCC1CCC(C(=O)O)CC1 (stereo not drawn)	-1.1	6
5	COc1ccc(-n2nc([N+](=O)[O-])c(=NCCc3ccc(C)cc3)n2O)cc1	0.8	34
6	Cc1onc(-c2ccccc2Cl)c1C(=O)O/N=C(\N)c1ccc([N+](=O)[O-])o1	-1.1	18
7	Cc1cc(C)c(C#N)c(SCC(=O)Nc2ccc(S(=O)(=O)Nc3onc(C)c3C)cc2)n1	-1.4	7
8	COC(=O)c1c(NC(=O)c2ccco2)sc2c1CCC2	1.5	44
9	CCOC(=O)Cn1cnc2c(nnn2-c2ccc(OC)cc2)c1=O	-1.9	-1
10	O=C(CSC1=NS(=O)(=O)c2ccccc2N1)Nc1nccs1	-0.5	26
11	O=C(CCN1C(=O)COc2ccccc21)NCCC1=CCCCC1	1.3	12
12	O=C(CCCn1c(=S)[nH]c2ccccc2c1=O)NC1CCCCC1	-0.3	3
13	Cc1ccc(CNC(=O)COC(=O)c2nc(-c3ccccc3)oc2C)cc1	-1.4	5
14	CN(CC(=O)NC1CCN(Cc2ccccc2)CC1)S(=O)(=O)c1ccc(Cl)cc1	0.2	7
15	CCn1c(-c2ccccc2)csc1=Nc1ccc(O)cc1	-0.2	19
16	COc1ccc(NC(=O)C2CCCN2C(=O)NCc2ccccc2)c(OC)c1 (stereo not drawn)	-3.1	5

Screen by screen, as entered above.
Nos. 8 to 14 in OX1R FRET antag, in turn: 44, -1, 26, 12, 3, 5, 7
Nos. 8 to 14 in STK33 inh, in turn: 1.5, -1.9, -0.5, 1.3, -0.3, -1.4, 0.2

Remaining list, next part.
#	Structure	STK33 inh	OX1R FRET antag
17	Cn1c(N)c(C(=O)CSc2nnc(Cc3cccs3)n2C2CC2)c(=O)n(C)c1=O	-1.2	16
18	COc1ccc(-c2cc(C(=O)OCc3ccccn3)c3ccccc3n2)cc1	-0.1	16
19	CN(C)S(=O)(=O)c1cccc(NC(=O)COC(=O)c2cccnc2Cl)c1	-0.2	10
20	O=C(Nc1ccc(S(=O)(=O)N2CCCCC2)cc1)C1CC(=O)N(Cc2ccccc2)C1 (stereo not drawn)	-0.6	5
21	O=C(Nc1ccc(NC(=O)c2ccncc2)cc1)c1ccncc1	-0.6	7
22	CCN(Cc1cnn(C)c1)C(=O)C1CCC(=O)N(CCc2ccc(OC)cc2)C1 (stereo not drawn)	-0.5	8
23	CC1CC(N(C(=O)c2ccco2)c2ccccc2)c2ccccc2N1C(=O)c1ccco1 (stereo not drawn)	-0.4	12
24	Cc1c(C(=O)N(C)CCCCN2CCOCC2)oc2c(F)cccc12	·	13

7 records drawn at random from those above:
#	Structure	STK33 inh	OX1R FRET antag
19	CN(C)S(=O)(=O)c1cccc(NC(=O)COC(=O)c2cccnc2Cl)c1	-0.2	10
21	O=C(Nc1ccc(NC(=O)c2ccncc2)cc1)c1ccncc1	-0.6	7
15	CCn1c(-c2ccccc2)csc1=Nc1ccc(O)cc1	-0.2	19
14	CN(CC(=O)NC1CCN(Cc2ccccc2)CC1)S(=O)(=O)c1ccc(Cl)cc1	0.2	7
11	O=C(CCN1C(=O)COc2ccccc21)NCCC1=CCCCC1	1.3	12
24	Cc1c(C(=O)N(C)CCCCN2CCOCC2)oc2c(F)cccc12	·	13
8	COC(=O)c1c(NC(=O)c2ccco2)sc2c1CCC2	1.5	44

(next part)
#	Structure	STK33 inh	OX1R FRET antag
25	COc1ccc2cc(-c3[nH]ncc3CN3CCCCO3)ccc2c1	1.0	14
26	COC(C(=O)Nc1ccc(C(C)=O)cc1)c1ccccc1 (stereo not drawn)	-1.1	9
27	COCCN(C(=O)C1CCN(C(=O)c2ccccc2C)CC1)c1c(N)n(CC(C)C)c(=O)[nH]c1=O	-1.0	6
28	CCc1cccc(CC)c1NC(=O)COC(=O)c1cccc(-c2ccc(OC(C)=O)cc2)c1	-0.6	37
29	CO/N=C/c1cccn1-c1nccc(OC)c1C#N	-1.0	23
30	Cc1ccc(N2C(=O)SC(N(CC(=O)O)c3ccc(C)cc3)C2=O)cc1 (stereo not drawn)	-1.4	2
31	NS(=O)(=O)c1ccc(CCNC(=O)/C=C/c2ccc([N+](=O)[O-])cc2)cc1	0.2	26
32	O=[N+]([O-])c1ccc(Oc2cccc(Br)c2)c2ccncc12	0.5	63
33	COc1ccc(C(=O)N2CCCC(c3nc(-c4cccs4)no3)C2)cc1 (stereo not drawn)	-0.2	7
34	CC(Nc1nc(-c2cccc(Br)c2)cs1)c1nc2cc(Cl)c(N3CCCCC3)cc2n1CCOCCO (stereo not drawn)	-0.7	23
35	CC(=O)Nc1ccc(NC(=O)C(C)NC(C)c2cccc3ccccc23)cc1 (stereo not drawn)	-0.1	28
36	CCN(CC(=O)Nc1c(F)cccc1F)C(=O)C1CC(=O)N(c2ccc3c(c2)OCCO3)C1 (stereo not drawn)	-0.3	5
37	Cc1ccc(C(=O)N/N=C\c2ccc(-c3ccc(Cl)c(Cl)c3)o2)cn1	-2.1	33
38	Cc1cc(C)n2nc(SCCOc3ccc(F)cc3)nc2n1	-1.8	15
39	COc1ccc(N2C(N)=C(C#N)C(c3cccnc3)C3=C2CC(C)(C)CC3=O)cc1 (stereo not drawn)	-3.2	10
40	O=C(COC(=O)c1cc(Cl)ccc1O)Nc1ccc2c(c1)OCCO2	-0.7	11
41	O=C(NNC(=O)C1CCCCC1)c1ccc(Br)cc1	·	20
42	CCOc1ccc(S(=O)(=O)NC(C)C(=O)NCc2cccnc2)cc1 (stereo not drawn)	-3.4	8
43	Cc1cc(C)cc(C(=O)NCC(=O)N2CCN(C(c3ccccc3)c3ccccc3)CC2)c1	-0.5	6
44	COc1ccc(CCNC(=O)CSc2nc(C)nc3c2c(=O)n(C)c(=O)n3C)cc1OC	0.0	2
45	O=C(CSc1nnc(-c2ccncc2)n1Cc1ccco1)OC1CCCCC1	-3.0	2
46	COc1ccc2oc(-c3ccccc3)c(C(=O)N(C)C)c2c1	-1.3	14
47	COc1ccccc1NS(=O)(=O)c1cccc(NC(=O)c2sc3ccccc3c2Cl)c1	0.4	60
48	O=C(Nc1ccc(N2CCCC2)cc1)c1ccc([N+](=O)[O-])cc1Cl	1.4	22

Structures listed so far that contain an NH in an aromatic ring (3):
#	Structure	STK33 inh	OX1R FRET antag
12	O=C(CCCn1c(=S)[nH]c2ccccc2c1=O)NC1CCCCC1	-0.3	3
25	COc1ccc2cc(-c3[nH]ncc3CN3CCCCO3)ccc2c1	1.0	14
27	COCCN(C(=O)C1CCN(C(=O)c2ccccc2C)CC1)c1c(N)n(CC(C)C)c(=O)[nH]c1=O	-1.0	6

(more compounds)
#	Structure	STK33 inh	OX1R FRET antag
49	O=S(=O)(c1ccc(NCc2ccccc2)cc1)N1CCOCC1	-0.7	17
50	NNC(=O)CN1C(=O)Nc2ccc(Cl)cc2C1c1ccccc1 (stereo not drawn)	-0.8	11
51	CCO[C@@H]1c2c(ccc3ccc(=O)oc23)OC(C)(C)[C@@H]1O	0.9	-2
52	Cn1c(SC2C(=O)CC(C)(C)CC2=O)nnc1-c1ccco1	-2.4	-1
53	CCn1nc(C)c(CN2CCCC(C(=O)c3cccc(OC(C)C)c3)C2)c1C (stereo not drawn)	0.0	7
54	COc1cc(C(=S)N2CCOCC2)cc(OC)c1OS(=O)(=O)c1ccc(Cl)cc1	-0.1	15
55	O=C(CC1SC(=O)NC1=O)Oc1ccc(/C=N/NC(=O)c2ccccc2O)cc1 (stereo not drawn)	-4.7	1
56	COc1ccc(OCC(=O)NC2CCCCCCC2)cc1	0.2	15
57	O=C(Nc1ccc(Cl)cc1)[C@@H]1[C@@H]2C(=O)N(c3ccc4ccccc4c3)C(=O)[C@@H]2[C@H]2C=CC=NN21	-0.2	7
58	O=C(O)/C=C\c1cccc(-n2cnnn2)c1	-0.3	1
59	Cc1ccc(N(C(=O)c2csnn2)C(C(=O)NC(C)(C)C)c2cccnc2)cc1 (stereo not drawn)	0.7	8
60	CN(C(=O)c1ccccc1[N+](=O)[O-])c1ccccc1C(=O)NCc1ccccc1	-1.7	25
61	COc1ccccc1-c1oc2ccccc2c1-c1ccccc1OC	0.0	9
62	Cc1cc(C(=O)N2CCCC(Nc3ccc(F)cc3)C2)c(C)o1 (stereo not drawn)	-1.1	12
63	Cc1ccc(S(=O)(=O)Nc2nc3ccccc3nc2NCC2CCCO2)cc1C (stereo not drawn)	-0.5	23
64	N=c1c2c(ncn1CCCO)Oc1c(ccc3ccccc13)C2c1ccccc1 (stereo not drawn)	0.2	0
65	Cc1[nH]ccc(=O)c1OCc1c(F)cccc1Cl	-1.3	12
66	CCCOc1c(Br)cc(C2C3=C(CCCC3=O)N(C)C3=C2C(=O)CCC3)cc1OC	-0.5	10
67	COc1cccc(OC)c1C(=O)Nc1ccc(Cc2ccncc2)cc1	-0.6	5
68	Cc1cc(C)n(-c2nnc(C)n2/N=C/c2ccccc2O)n1	-2.6	5
69	O=C(O)CSc1nc(-c2ccccc2)cc(=O)[nH]1	-0.8	3
70	COC(=O)c1cccc(NC(=O)CSc2nnc(COc3cccc(C)c3)n2C)c1	-1.1	15
71	O=C(Nc1ncccc1O)c1ccc2c(c1)OCO2	1.3	4
72	Cc1ccccc1NC(=O)/C(=C\c1cccs1)NC(=O)c1ccco1	-0.4	10
73	O=C(Cc1ccc(Cl)cc1)N1CCN(c2ccc(F)cc2)CC1	-1.4	-9
74	O=C(C1CC1)N1CCN=C1SCc1ccccc1	0.9	13
75	Cc1ccc([N+](=O)[O-])c(C)[n+]1C	-1.1	18
76	NC(=O)C1CCCN(C(=O)c2cccc(S(=O)(=O)N(Cc3ccccc3)c3ccccc3)c2)C1 (stereo not drawn)	-0.1	5
77	CCN(CC)CCNc1c2c(c(C#N)c3nc4ccccc4n13)CCCC2	2.2	22
78	COc1cc(OC)c2c(O)c3c(c(-c4c5c(c(O)c6c(OC)cc(OC)cc46)CO[C@@H](C)[C@H]5O)c2c1)[C@H](O)[C@H](C)OC3	1.1	11
79	Cc1cc(C)n(Cc2ccc(C(=O)N/N=C/c3ccc(-c4ccc([N+](=O)[O-])cc4)o3)o2)n1	-2.8	21
80	Cc1nn(C)cc1S(=O)(=O)Nc1ccccc1Br	-1.9	8
81	CCCCN(CCCC)CCNC(=O)c1cn(CC)c2ccc(S(=O)(=O)N3CCc4ccccc4C3)cc2c1=O	-0.1	3
82	CS(=O)(=O)c1ccc2nc(NC(=O)C3CCCO3)sc2c1 (stereo not drawn)	11	24
83	Cc1cccc(C)c1NC(=O)COC(=O)c1ccc2c(c1)OCO2	-0.2	11
84	COc1cccc(-n2ccnc2SCC(=O)Nc2cc(C)on2)c1	9.9	9
85	Cc1ccc(NC(=S)NNC(=O)CCn2cc(C)cn2)cc1	-1.4	6
86	COc1ccc(CCNC(=O)C(Sc2ccccn2)c2ccccc2)cc1OC (stereo not drawn)	5.1	28
87	CC(C)Cn1c(SCC(=O)N2CC(=O)Nc3ccccc32)nc2ccccc21	-1.1	24
88	CCOc1ncccc1C(=O)Nc1ccc2c(C)cc(=O)oc2c1	1.0	8
89	Oc1cccc(/C=N/Nc2nn3cnnc3c3ccccc23)c1	0.2	4
90	CCOc1ccc(NC(=O)C2Cc3ccccc3CN2S(=O)(=O)CC)cc1 (stereo not drawn)	0.6	7
91	FC(F)(F)c1nc2ccccc2n2c(-c3ccc(Cl)cc3Cl)nnc12	-0.5	22
92	CCCCC#Cc1cncc(C(=O)N/N=C/c2cccc(OC)c2)c1	-0.1	9
93	Clc1ccc(-c2cnc3n2CCC3)cc1	-0.4	7
94	CN(C)C(=O)c1cn(-c2ccccc2)nc1-c1cc2ccccc2o1	-0.4	9
95	COCCn1c(C)cc(C(=O)CSc2nc(C)cc(C)c2C#N)c1C	-0.4	27
96	CN(C)S(=O)(=O)c1ccc2c(c1)nc(CCC(=O)Nc1ccc3c(c1)OCO3)n2C	-2.1	6
97	CC12CCC(C/C1=N\OC(=O)c1ccc(F)cc1)C2(C)C (stereo not drawn)	-1.1	15
98	N#Cc1cccc(NC(=O)CCn2ccnc2)c1	-1.8	-17
99	CCOC(=O)c1cc(C#N)c(NCc2ccccc2)nc1C	-1.0	11
100	CSCCCNC(=S)Nc1ccc(N2CCOCC2)cc1N1CCOCC1	0.0	11
101	OCc1nc2ccccc2n1CCc1ccccc1	0.0	3
102	CC(C)C[C@H](NC(=O)c1nc[nH]c1C(=O)NC1CCN(C(=O)OC(C)(C)C)CC1)C(=O)OC(C)(C)C	-0.4	8
103	COc1ccc(OC)c(-c2nc3c(C)n[nH]c(=O)c3[nH]2)c1	3.2	16
104	CCOc1ccc(CN2CCC(Cc3ccccc3)CC2)cc1	-0.5	10

(cont.)
#	Structure	STK33 inh	OX1R FRET antag
105	CCc1nc2sc(C#N)c(N)c2c2c1CCCC2	-0.2	14
106	C/C(=N\NC(=O)Cc1csc(N2CCOCC2)n1)c1ccc(Cl)c(Cl)c1	·	33
107	COc1cccc(CNC(=O)C2CCN(S(=O)(=O)c3ccc4c(c3)CC(C)N4C(=O)C3CC3)CC2)c1 (stereo not drawn)	2.5	16
108	Cc1nn(-c2ccccc2)c2nc(N)c(C#N)c(-c3ccc(F)cc3)c12	0.6	13
109	CCN(CC(=O)Nc1ccc(NC(C)=O)cc1)C(=O)C12CC3CC(CC(Cl)(C3)C1)C2	0.0	17
110	S=C(Nc1ccc(Nc2ccccc2)cc1)Nc1ccccn1	-1.2	31
111	Cc1cccc(NC(=O)c2cccc(S(=O)(=O)N3CCCCC3)c2)c1	0.4	9
112	O=C(O)C1CC=CCC1C(=O)Nc1ccccc1 (stereo not drawn)	·	6
